NCI-60 one-dose screen, 48 h, at 10 µM unless noted. Numbers give growth in % (100 = growth as untreated, 0 = no growth, -100 = all killed).
NCI-H23 – NCI-H23 lung cancer; hit rate 4% among 80,000
NCI-H522 – NCI-H522 lung cancer; hit rate 8% among 78,000; AID 1794739
NCI-H226 – NCI-H226 lung cancer; hit rate 3.5% among 79,000
COLO 205 – COLO 205 colon cancer. hit rate 7.3% among 79,000. AID 1794742
HT29 – HT29 colon cancer | hit rate 7.4% among 81,000
NCI-H460 – NCI-H460 lung cancer; hit rate 6.8% among 82,000; AID 1794736
RXF 393 – RXF 393 renal cancer cells; AID 1794773; hit rate 6.9% among 77,000
A498 – A498 renal cancer cells. hit rate 5.4% among 76,000
NCI-H322M – NCI-H322M lung cancer; hit rate 2.7% among 80,000; AID 1794733
The depositor's hits bear a star; . = not tested or not shown; & = joins results of further samples. How the source made its calls: active means growth percent below 10; inactive means the rest.

The opening five compounds as a preview:
1) O=C(CN1CCN(c2ccc(Cl)cc2)CC1)N1CCN(c2nnc(-c3ccccc3)c(-c3ccccc3)n2)CC1
2) N#CC(Cc1ccc2ccccc2c1)c1cc2ccccc2[nH]1 (stereo unspecified)
3) COc1cccc2nc(Nc3cccc(NC(=O)c4ccc(CN5CCN(C)CC5)c(C(F)(F)F)c4)c3)ccc12
4) OCCN(CCO)C(CO)(CO)CO
5) CN=C(N)NCCCCCCCCNC(N)=NC

Screen / compound no.	1	2	3	4	5
NCI-H23	35	83	-98*	109	78
NCI-H522	.	82	-87*	104	102
NCI-H226	44	83	-93*	106	55
COLO 205	33	102	-74*	.	95
HT29	29	98	-69*	107	77
NCI-H460	31	98	-77*	112	62
RXF 393	.	99	-99*	116	102
A498	45	92	-95*	115	25
NCI-H322M	81	96	-100*	111	94

This part in full, repeating the preview:
1) O=C(CN1CCN(c2ccc(Cl)cc2)CC1)N1CCN(c2nnc(-c3ccccc3)c(-c3ccccc3)n2)CC1
2) N#CC(Cc1ccc2ccccc2c1)c1cc2ccccc2[nH]1 (stereo unspecified)
3) COc1cccc2nc(Nc3cccc(NC(=O)c4ccc(CN5CCN(C)CC5)c(C(F)(F)F)c4)c3)ccc12
4) OCCN(CCO)C(CO)(CO)CO
5) CN=C(N)NCCCCCCCCNC(N)=NC
6) Nc1ccc2c(c1)[nH]c(=O)c1ccccc12

Screen / compound no.	1	2	3	4	5	6
NCI-H23	35	83	-98*	109	78	98
NCI-H522	.	82	-87*	104	102	104
NCI-H226	44	83	-93*	106	55	93
COLO 205	33	102	-74*	.	95	98
HT29	29	98	-69*	107	77	110
NCI-H460	31	98	-77*	112	62	101
RXF 393	.	99	-99*	116	102	104
A498	45	92	-95*	115	25	94
NCI-H322M	81	96	-100*	111	94	117

7) COc1ccc2nc(-c3nc(-c4ccccc4)n4ccccc34)[nH]c2c1
8) Cc1ccc(S(=O)(=O)O)cc1Cl
9) CCOC(=O)c1c(C)nc2ccccc2c1/C=C/c1ccc(F)cc1
10) CCOc1ccc2ccccc2c1N
11) O=C(O)COc1cccc(OCC(=O)O)c1
12) COc1c(O[C@H]2O[C@@H](CO)[C@@H](O)C(O)C2O)cc2oc3cc(O[C@H]4O[C@@H](CO)[C@@H](O)C(O)C4O)c(CC=C(C)C)c(O)c3c(=O)c2c1CC=C(C)C (stereo partly specified)

Screen / compound no.	7	8	9	10	11	12
NCI-H23	85	103	51	92	101	104
NCI-H522	58	81	54	101	91	92
NCI-H226	84	95	74	96	85	97
COLO 205	91	106	84	111	115	101
HT29	75	94	75	101	103	99
NCI-H460	90	102	82	134	110	102
RXF 393	114	103	101	108	103	113
A498	65	103	75	125	79	104
NCI-H322M	102	106	95	109	96	90

13) CSc1nnc(-c2cnn(CC(O)c3ccccc3)c2N)n1-c1ccccc1 (stereo unspecified)
14) CCCCOC(=O)c1cc(Cl)c(O)c(OC)c1
15) CC/C(=C(/c1ccc(Cl)cc1)c1ccc(OCCN)cc1)c1ccc(OC)cc1
16) NC(=O)N/N=C/c1cc(=O)[nH]c(=O)[nH]1
17) COC(=O)c1nc(-c2ccc(C)cc2)oc1N1CCCCC1
18) CC(C)(CCN=C(N)Nc1cnc(C(F)(F)F)nc1)Oc1ccc(C(F)(F)F)cc1

Screen / compound no.	13	14	15	16	17	18
NCI-H23	105	95	97	101	93	87
NCI-H522	89	83	99	100	96	62
NCI-H226	96	90	103	100	87	87
COLO 205	113	107	107	111	107	93
HT29	96	106	110	113	85	82
NCI-H460	106	98	103	114	96	96
RXF 393	112	129	95	109	84	88
A498	60	99	106	85	73	68
NCI-H322M	92	93	100	94	93	81

19) CCCCCCCCCCCCSC(=O)C(Cl)(Cl)Cl
20) COC(=O)CCCC(=O)NCc1ccc(Cl)cc1Cl
21) C=CCOC(=O)C1=C(C)NC2=C(C(=O)CC(C)(C)C2)C1c1ccc(O)cc1 (stereo unspecified)
22) O=C(NCc1ccco1)C1CCN(S(=O)(=O)c2ccc(Cl)cc2)CC1
23) COc1ccc2c(c1)N=C(C(=O)O)/C2=C/c1sc(Nc2ccc(O)cc2)nc1O
24) C=CCn1c(-c2nc3ccc(C(=C(C#N)C#N)c4ccccc4)cc3[nH]2)cc2cc(-c3ccc(C(C)=O)cc3)ccc21

Screen / compound no.	19	20	21	22	23	24
NCI-H23	113	102	102	78	72	95
NCI-H522	.	94	80	69	34	82
NCI-H226	103	102	89	.	55	87
COLO 205	123	110	93	101	89	107
HT29	118	107	97	83	96	105
NCI-H460	113	108	106	63	82	95
RXF 393	119	112	95	85	.	.
A498	114	.	119	59	98	96
NCI-H322M	112	110	97	108	92	93

Profiles, looked up by structure. Values in the order: NCI-H23, NCI-H522, NCI-H226, COLO 205, HT29, NCI-H460, RXF 393, A498, NCI-H322M
Profile of CCCCCCCCCCCCSC(=O)C(Cl)(Cl)Cl : 113, ., 103, 123, 118, 113, 119, 114, 112
Profile of O=C(CN1CCN(c2ccc(Cl)cc2)CC1)N1CCN(c2nnc(-c3ccccc3)c(-c3ccccc3)n2)CC1 : 35, ., 44, 33, 29, 31, ., 45, 81
Profile of COc1ccc2nc(-c3nc(-c4ccccc4)n4ccccc34)[nH]c2c1 : 85, 58, 84, 91, 75, 90, 114, 65, 102
Profile of CC/C(=C(/c1ccc(Cl)cc1)c1ccc(OCCN)cc1)c1ccc(OC)cc1 : 97, 99, 103, 107, 110, 103, 95, 106, 100

Carrying on:
25) CCC(=Cc1ccc(CC)cn1)CC
26) CCOC(=O)C(=O)CC(=O)c1ccccc1
27) O=C(Nc1ccc(NC(=O)c2cc(=O)[nH]c3ccccc23)cc1)Nc1ccc(Cl)c(C(F)(F)F)c1
28) CCOC(=O)/C(F)=C/C1CC1CCc1ccc(F)cc1 (stereo unspecified)
29) CC1=C(c2cc(-c3ccccc3O)[nH]c(=O)n2)C(c2ccccc2)NC(=S)N1 (stereo unspecified)
30) COc1ccc(-c2cc(Cc3ccc(Cl)cc3)c(=O)[nH]n2)cc1

Screen / compound no.	25	26	27	28	29	30
NCI-H23	100	95	99	103	90	88
NCI-H522	97	99	95	102	81	70
NCI-H226	89	87	85	100	100	77
COLO 205	126	100	103	107	106	114
HT29	102	103	104	109	102	95
NCI-H460	110	-12*	106	107	102	103
RXF 393	105	103	107	112	96	91
A498	133	.	.	103	103	90
NCI-H322M	108	94	96	97	96	97

31) CC(=O)c1sc(Nc2ccccc2)c(C(C)=O)c1C
32) COc1cc(-c2nnc(SCC(=O)Nc3ccc(C(=O)/C=C/c4ccc(Cl)cc4)cc3)n2-c2ccccc2)cc(OC)c1OC
33) NC(CCc1ccc2c(c1)OCO2)c1ccccc1 (stereo unspecified)
34) O=C(/C=C/c1ccc(Cl)cc1)c1ccc(NC(=O)N2CCN(c3cc4c(cc3F)c(=O)c(C(=O)O)cn4C3CC3)CC2)cc1
35) CCCCCCCCCCCCCCCCCCNC(=O)N1CC1
36) COc1cccc(/C=N/NC(N)=S)c1OC

Screen / compound no.	31	32	33	34	35	36
NCI-H23	87	97	96	87	98	96
NCI-H522	66	79	88	67	86	96
NCI-H226	72	99	93	89	91	87
COLO 205	102	96	108	115	115	104
HT29	68	85	92	89	96	105
NCI-H460	89	103	105	88	106	105
RXF 393	62	104	103	98	94	98
A498	78	91	60	.	108	97
NCI-H322M	81	103	109	103	77	107

37) CC/C(=C(\CC)c1ccc(OS(=O)(=O)O)cc1)c1ccc(OS(=O)(=O)O)cc1
38) CCCCCCN1C(=O)/C(=c2\sc3n(c2=O)NC2C(N=3)N(CC)C(=O)N2CC)c2ccccc21 (stereo unspecified)
39) CCOC(=O)CN1CCC(C2(c3cc4ccccc4[nH]3)OCCO2)CC1
40) N#CCC(=O)n1ccc(-c2cc3cc(Br)ccc3oc2=O)n1
41) CN1CCN(C(=S)SCCCCOc2cc(=O)oc3ccccc23)CC1
42) C=CCn1c(SCC(=O)Nc2ccc(C(=O)/C=C/c3cc4cc(OC)ccc4nc3Cl)cc2)nnc1-c1ccc(Br)cc1

Screen / compound no.	37	38	39	40	41	42
NCI-H23	97	102	98&106	97	81	78
NCI-H522	76	78	97&78	85	64	53
NCI-H226	102	95	100	92	67	89
COLO 205	101	103	106&114	118	86	112
HT29	109	109	92&91	115	79	74
NCI-H460	95	106	104&104	111	94	88
RXF 393	92	100	119&102	83	100	83
A498	.	74	106&104	104	75	89
NCI-H322M	119	98	96&112	102	102	82

43) CCOC(=O)c1c(NC(=O)c2ccccc2)sc2c3c(ccc12)OCN(C)C3
44) O=Cc1cc(Cl)ccc1[N+](=O)[O-]
45) CC(C)C(=O)NCCCCN1CCCCC1
46) O=C(Nc1cc2c(cc1Cl)-c1ccc([N+](=O)[O-])cc1/C2=N\O)C(F)(F)F
47) CC(=O)C1=C(C)NC(NNc2ccccc2)=NC1c1cccc([N+](=O)[O-])c1 (stereo unspecified)
48) CCCC(=O)c1cc(-c2cc(C(=O)CCC)nc(N)n2)nc(N)n1

Screen / compound no.	43	44	45	46	47	48
NCI-H23	13	99	96	81	90	106
NCI-H522	-51*	100	97	90	62	97
NCI-H226	88	105	107	72	92	97
COLO 205	-55*	99	110	81	112	113
HT29	-20*	103	101	98	109	100
NCI-H460	-68*	112	109	90	108	106
RXF 393	-73*	112	119	106	.	113
A498	46	97	117	106	108	104
NCI-H322M	-11*	105	95	.	87	97

49) CCCCNc1ccc(C(=O)NCCSCCN(CC)CC)cc1
50) O=C1CN(CN2CCCCC2)C(=O)CN1CN1CCCCC1
51) O=S(=O)(Oc1ccc(-c2nnc(Nc3ccccc3)s2)cc1)C(F)(F)C(F)(F)C(F)(F)C(F)(F)C(F)(F)C(F)(F)C(F)(F)C(F)(F)F
52) CCOC(=O)C[C@@H]1C(=O)N2CC[C@@]3(C(=O)Nc4ccc(Br)cc43)[C@@H]2C[C@@H]1C(=O)OCC
53) Nc1nc2nc(/N=N/SCCO)[nH]c2c(=O)[nH]1
54) CCOC(=O)CSc1nnc(-c2cc3c([nH]c4ccccc43)c(-c3cccc(O)c3)n2)n1-c1ccc(Br)cc1

Screen / compound no.	49	50	51	52	53	54
NCI-H23	101	104	102	98	102	101
NCI-H522	98	91	95	96	101	50
NCI-H226	83	.	99	103	95	103
COLO 205	112	109	112	105	107	114
HT29	106	101	104	102	106	86
NCI-H460	105	107	104	101	102	101
RXF 393	105	129	112	104	124	94
A498	.	111	96	.	96	96
NCI-H322M	96	97	98	93	99	100

Excerpt: nos. 32 to 33
32) COc1cc(-c2nnc(SCC(=O)Nc3ccc(C(=O)/C=C/c4ccc(Cl)cc4)cc3)n2-c2ccccc2)cc(OC)c1OC
33) NC(CCc1ccc2c(c1)OCO2)c1ccccc1 (stereo unspecified)

Screen / compound no.	32	33
NCI-H23	97	96
NCI-H522	79	88
NCI-H226	99	93
COLO 205	96	108
HT29	85	92
NCI-H460	103	105
RXF 393	104	103
A498	91	60
NCI-H322M	103	109

Next compounds:
55) Cc1ccc(C(C)(C)c2ccc(N)cc2)cc1
56) COc1ccc(-c2nc3sc(C)nn3c2-c2nc3ccc(Cl)cc3[nH]2)cc1
57) Cc1ccc(C)c2c1sc1nc3n[nH]c(N)c3c(=N)n12
58) Fc1cccc(/C=N/Nc2nc(N/N=C/c3cccc(F)c3)nc(N3CCOCC3)n2)c1
59) Cc1ccc(NC(=S)NNC(=S)Nc2ccc(C)cc2)cc1
60) N#C/C(=C/NC(=S)Nc1ccc(Cl)c(Cl)c1)C(N)=O

Screen / compound no.	55	56	57	58	59	60
NCI-H23	101	100	107	102	73&95	87
NCI-H522	104	.	87	96	33&93	59
NCI-H226	97	.	105	94	95&103	78
COLO 205	110	112	112	63	84&115	99
HT29	103	102	111	47	83&105	96
NCI-H460	100	102	107	95	89&112	110
RXF 393	112	92	112	21	92	88
A498	106	86	103	48	73&84	100
NCI-H322M	115	102	113	96	97	89

61) Cc1ccc2c(N)c(C(=O)Nc3ccc(OC(F)(F)F)cc3)sc2n1
62) O=S(=O)(NC1CCc2ccccc21)c1ccccc1 (stereo unspecified)
63) O=C(O)c1ccc(-c2nn(-c3ccc(C(=O)O)cc3)cc2CNc2ccc3c(c2)OCO3)cc1
64) COc1ccc(/C=N\NC(=O)c2cnn(CC(O)c3ccccc3)c2N)cc1OC (stereo unspecified)
65) Cc1[nH]c(C2CC(c3cccs3)=NN2c2ccc(Cl)cc2)c(C)c1C(=O)NCC(F)(F)F (stereo unspecified)
66) O=c1ccn(C2CCCCC2)c(=O)[nH]1
67) CC1(C)CC[C@]23CC[C@]4(C)[C@H](CC[C@@H]5[C@@]6(C)Cc7cnoc7C(C)(C)[C@@H]6CC[C@]54C)[C@H]2[C@H]1OC3=O
68) O=C(/C=C/c1ccccc1O)c1ccccc1
69) COc1cc(-c2nc3ccc(F)cc3s2)ccc1NC(=O)/C=C/c1ccc(F)c(F)c1

Screen / compound no.	61	62	63	64	65	66	67	68	69
NCI-H23	48	99	100	95	101	98	101	101&101	87
NCI-H522	67	95	92	100	96	95	91	91&86	89
NCI-H226	47	110	112	97	103	.	95	91&102	83
COLO 205	92	111	95	104	126	.	115	110	100
HT29	75	102	101	107	99	102	114	97&94	99
NCI-H460	78	103	.	82	100	106	107	97&102	101
RXF 393	86	101	110	106	77	116	106	94&114	105
A498	119	74	.	91	60	104	74	100&89	131
NCI-H322M	82	104	91	93	94	110	97	76&106	97

High-throughput results (PubChem)
